RGS12 GoLoco inh = qHTS Assay for Inhibitors of RGS12 GoLoco Motif Activity (Red Fluorophore); Guanine nucleotide-binding protein G(i) subunit alpha-1 (Homo sapiens), P63096; 230,000 compounds, 0.44% hits; Gai1:RGS12 GoLoco peptide FP, rhodamine, 10 min; Potency, µM (series often up to 61.6 µM), for the others: top-dose activity, negative = inhibition, actives largely listed as inhibitors; active = well fitted inhibition curve with a large enough effect, not every such curve was filed as active; inactive = no such curve, though single readings can be large or run the other way; note: % is set by controls: 0 for no effect and ±100 for the full control effect; nearly all actives have a fitted effect of over 30% in size; many of its hits are not listed in these tables
GLA spleen mod = qHTS Assay for Inhibitors and Activators of Human alpha-Galactosidase From Spleen Homogenate; Alpha-galactosidase A (Homo sapiens), P06280; human spleen homogenate, 4MU-alpha-Gal fluorescence, 40 min; Potency, µM (series often up to 80 µM), without a hit: at the top dose activity change, negative = inhibition, most hits filed as inhibitors; 240,000 compounds, 0.008% hits; AID 2107, 2009;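 note: 0% = enzyme with vehicle and -100% = no enzyme basal signal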
Target sequence (P06280 32-429 limits assumed): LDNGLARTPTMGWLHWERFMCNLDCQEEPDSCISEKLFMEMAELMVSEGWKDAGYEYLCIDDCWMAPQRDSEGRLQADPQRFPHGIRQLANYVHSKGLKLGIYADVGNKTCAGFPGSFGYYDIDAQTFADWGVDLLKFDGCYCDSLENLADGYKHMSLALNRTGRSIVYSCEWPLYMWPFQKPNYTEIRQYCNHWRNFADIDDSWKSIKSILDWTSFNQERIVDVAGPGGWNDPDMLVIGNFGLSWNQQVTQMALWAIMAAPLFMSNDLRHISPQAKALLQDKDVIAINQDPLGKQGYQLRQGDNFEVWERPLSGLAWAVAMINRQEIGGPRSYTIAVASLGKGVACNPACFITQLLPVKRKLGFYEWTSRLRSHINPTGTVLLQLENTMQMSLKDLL
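Inhibition or activation of alpha-galactosidase in human spleen homogenate is scored by 4-MU fluorescence after 40 min at 37C, pH 5.0, with 1 mM substrate. AC50s come from concentration-response fitted to the Hill equation.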
GAA inhib = qHTS Assay for Inhibitors of Human alpha-Glucosidase as a Potential Chaperone Treatment of Pompe Disease; Lysosomal alpha-glucosidase (Homo sapiens), P10253; purified human GAA, 4-MU-alpha-glucoside fluorescence; Potency, µM (highest dose often 76.9 µM), for the others: at the highest dose activity change, negative = inhibition, actives largely listed as inhibitors; 200,000 compounds, 0.005% hits;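 note: plate controls were uninhibited enzyme wells for no effect and no-enzyme background for full effect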
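Fluorescence at Ex 365/Em 440 nm from 4-methylumbelliferone reported enzyme activity after 20 min at room temperature. Reactions used 4 nM enzyme and 400 uM substrate at pH 5.0; curves fitted with the Hill equation.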
ALDH1A1 inh = qHTS Assay for Inhibitors of Aldehyde Dehydrogenase 1 (ALDH1A1). Aldehyde dehydrogenase 1A1 (Homo sapiens), P00352. 220,000 compounds, 7.3% hits. Purified ALDH1A1, NADH fluorescence, propionaldehyde substrate. Potency, µM (series often up to 75.3 µM), inactives show at the highest dose activity, negative = inhibition, most hits filed as inhibitors; active = well fitted inhibition curve with a large enough effect, not every such curve was filed as active; inconclusive = small, poorly fitted or top-dose-only effect, or another doubt; inactive = no such curve, though single readings can be large or run the other way;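 note: plate controls were no enzyme wells and a reference inhibitor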
Target sequence (P00352 whole entry, looked up): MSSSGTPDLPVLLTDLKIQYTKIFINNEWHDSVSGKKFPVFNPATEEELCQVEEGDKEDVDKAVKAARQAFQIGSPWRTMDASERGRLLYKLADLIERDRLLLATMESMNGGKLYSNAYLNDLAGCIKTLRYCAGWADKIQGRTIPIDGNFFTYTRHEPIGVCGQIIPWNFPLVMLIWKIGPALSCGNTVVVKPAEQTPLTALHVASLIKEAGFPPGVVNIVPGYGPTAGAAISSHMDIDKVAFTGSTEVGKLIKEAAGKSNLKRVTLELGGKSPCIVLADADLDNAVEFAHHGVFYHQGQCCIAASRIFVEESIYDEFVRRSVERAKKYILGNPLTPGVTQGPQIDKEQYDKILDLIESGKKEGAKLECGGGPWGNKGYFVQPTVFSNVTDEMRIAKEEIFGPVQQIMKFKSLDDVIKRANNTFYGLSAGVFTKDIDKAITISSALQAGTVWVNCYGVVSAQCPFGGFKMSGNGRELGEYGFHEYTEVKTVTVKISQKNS
JMJD2E inh = qHTS Assay for Inhibitors of Human Jumonji Domain Containing 2E (JMJD2E). Lysine-specific demethylase 4E (Homo sapiens), B2RXH2. JMJD2E catalytic domain, FDH-coupled NADH fluorescence (FDH is formaldehyde dehydrogenase). Potency, µM (highest dose often 57.1 µM), inactives show at the highest dose activity change, negative = inhibition, usual class: inhibitors. 230,000 compounds, 1.6% hits; active = well fitted inhibition curve with a large enough effect, not every such curve was filed as active; inconclusive = small, poorly fitted or top-dose-only effect, or another doubt; inactive = no such curve, though single readings can be large or run the other way;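 note: 0% = wells with enzyme and -100% = buffer wells without enzyme; nearly all actives have a fitted effect of over 50% in size; many of its hits are not listed in these tables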
GAA spleen mod = qHTS Assay for Inhibitors and Activators of Human alpha-Glucosidase From Spleen Homogenate; Potency, µM (doses to about 79.9 µM), inactives show at the top dose activity change, negative = inhibition, hits mostly inhibitors; AID 2112, 2009; human spleen homogenate, 4-MU-alpha-glucoside fluorescence; Lysosomal alpha-glucosidase (Homo sapiens), P10253; 240,000 compounds, 0.006% hits;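 note: 0% = enzyme with vehicle and -100% = no enzyme basal signal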
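Compounds were titrated against alpha-glucosidase in spleen homogenate at pH 5.0, with 1 mM 4-methylumbelliferyl substrate for 40 min at 37 C. Reactions were quenched with pH 10 NaOH/glycine and fluorescence measured.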
GAA glycogen = qHTS Assay for Inhibitors and Activators of Human alpha-Glucosidase Cleavage of Glycogen; 300,000 compounds, 0.38% hits; AID 2100, 2009; recombinant GAA, glycogen substrate, Amplex Red glucose oxidase fluorescence; Potency, µM (doses to about 76.4 µM), without a hit: at the highest dose activity change, negative = inhibition, usual class: inhibitors; Lysosomal alpha-glucosidase (Homo sapiens), P10253;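 note: 0% = full enzyme reaction and -100% = no-enzyme basal signal; the screen sought inhibitors and activators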
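Recombinant human enzyme (4 nM); glycogen substrate; 37 C, 40 min, pH 5.0. Readout: coupled glucose oxidase/Amplex Red fluorescence.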
SMN2 splice up = qHTS Assay for Enhancers of SMN2 Splice Variant Expression; HEK293 SMN2-luciferase splicing reporter, luminescence, 30-36 h; Potency, µM (highest dose often 46.1 µM), for the others: at the highest dose activity change, positive = activation, hits mostly activators; 210,000 compounds, 2.8% hits; AID 1458, 2008; note: % of control where 0% means no effect; nearly all actives have a fitted effect of over 55% in size
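HEK293 cells carry an SMN2 […]–luciferase reporter in which exon 7 inclusion puts luciferase in frame. Cells were plated 10-12 h before compound addition, then incubated 30-36 h at 37C. ONE-Glo luminescence was read; sodium butyrate at 4.5 mM final served as control.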
An asterisk follows results filed as active; u = inconclusive; x = no result given; [ ] = dose if it differs, or a comment. Unless noted, calls come from the whole dose curve; as a rule, active = well fitted curve in the direction sought with a large enough effect; inconclusive = small, poorly fitted or top-dose-only effect, or another doubt; inactive = no such curve, though single readings can be large; an effect the other way counts as inactive or inconclusive. Potency is the fitted concentration of half-maximal effect. A portion of the library. The share of hits here may be higher or lower than overall.

RGS12 GoLoco inh,GLA spleen mod,SMN2 splice up,GAA spleen mod,GAA inhib,ALDH1A1 inh,GAA glycogen,JMJD2E inh,SMILES
3%,6%,-10%,5%,-4%,-4%,8%,4%,COc1ccc(CC(=S)N2CCOCC2)cc1F
11%,-3%,x,0%,-9%,-4%,-28%,u,COc1ccc2[nH]c(CN3CCN(CCC(C)C)C(CCO)C3)c(C)c2c1 (stereo unspecified)
-2%,2%,-3%,3%,-14%,-1%,3%,-4%,Cc1ccc(S(=O)(=O)N2CCOCC2)cc1C(=O)OC1CCCCC1=O (stereo unspecified)
13%,3%,-17%,-3%,11%,-10%,-2%,1%,Cn1c(=O)[nH]c(=O)c2c1nc(CN1CCOCC1)n2Cc1ccccc1
1%,2%,-13%,2%,-9%,5%,-3%,5%,CN(C)C(=O)C1C2NC(=S)N(c3ccc(Cl)cc3)C1(C)Oc1ccc(Cl)cc12 (stereo unspecified)
-4%,-1%,x,1%,x,x,8%,u,O=C1CN(C(=O)CNCc2cccc(Cl)c2)c2ccccc2N1
34%[activator],6%,x,1%,6%,-5%,-3%,-6%,CC(=O)Nc1ccccc1-c1nnn(CC(=O)Nc2ccc3c(c2)OCCO3)n1
5%,-2%,-4%,8%,-5%,6%,-5%,u,O=C(NCc1cccs1)c1ccc(Cl)c(S(=O)(=O)N2CCCC2)c1
7%,-10%,x,-8%,x,u,x,x,Fc1ccc(Nc2ncnc3ccc(-c4ccoc4)cc23)cc1
-5%,5%,-5%,1%,-12%,2%,3%,0%,Cc1ccc(C2(C(F)(F)F)NC(=O)N3N=C4CCCCCN4C3=C2C#N)cc1 (stereo unspecified)
2%,3%,x,8%,x,15%,x,x,FC(F)(F)c1ccccc1-c1nccc(NCCN2CCOCC2)n1
3%,3%,6%,5%,5%,7%,-3%,0%,CCc1cccc(CC)c1NC(=O)C[n+]1cccc(C(N)=O)c1
-2%,-9%,7%,-8%,4%,-15%,-1%,-7%,Cc1ccc(C)c2c1cc(C)c1nnc(SCC(=O)N3CCCc4ccccc43)n12
3%,-15%,-29%,-10%,3%,10µM*,9%,4%,NC(=O)CSc1nccn1Cc1ccccc1
27%,2%,-55%[inhibitor],4%,-3%,-24%,-13%,12%,CCOc1ccccc1N1CCN(C(=O)c2cccc(-c3ccc(O)cc3)c2)CC1

Part of the list above, showing only GAA spleen mod and GAA glycogen:
compound | GAA spleen mod | GAA glycogen
CCc1cccc(CC)c1NC(=O)C[n+]1cccc(C(N)=O)c1 | 5% | -3%
CCOc1ccccc1N1CCN(C(=O)c2cccc(-c3ccc(O)cc3)c2)CC1 | 4% | -13%
COc1ccc2[nH]c(CN3CCN(CCC(C)C)C(CCO)C3)c(C)c2c1 (stereo unspecified) | 0% | -28%

Other entries
RGS12 GoLoco inh,GLA spleen mod,SMN2 splice up,GAA spleen mod,GAA inhib,ALDH1A1 inh,GAA glycogen,JMJD2E inh,SMILES
4%,2%,-46%[inhibitor],-9%,u,-7%,3%,-3%,Cc1ccc(S(=O)(=O)N(C)c2ccc(C(=O)N3CCCCC3)cc2)cc1
13%,-2%,-58%[inhibitor],-1%,11%,u,2%,-2%,Cc1cccc(C)c1OCCNC(=O)c1ccc2ccccc2n1
8%,1%,3%,1%,-9%,1%,u,-24%,COc1cc(C(Nc2ccccn2)c2c(NC(=O)c3ccco3)sc(C)c2C)cc(OC)c1OC (stereo unspecified)
-1%,1%,19%,-17%,-3%,5%,-2%,-2%,CC(NC(=O)Nc1ccccc1)C(c1cccs1)N1CCOCC1 (stereo unspecified)
-7%,0%,x,-2%,0%[15.4 µM],0%,-16%,-12%,O=C(O)c1ccc(/C=N/Nc2ncc(C(F)(F)F)cc2Cl)cc1
6%[14.2 µM],-2%[17.5 µM],7%[9.22 µM],-5%[17.4 µM],x,14%[13.5 µM],x,8%[11.4 µM],CCOC(=O)CN1C(=O)N[C@@H](c2ccccc2)[C@@H](C(=O)OC)[C@H]1C
-4%,-1%,13µM*,-13%,x,4%,x,-10%,COc1cccc(-c2nccc(-n3ccnc3)n2)c1
15%,5%,-3%,-4%,7%,u,u,-15%,CC1=NN(c2ccc(S(=O)(=O)O)cc2C)C(=O)C1
1%,0%,x,4%,4%,u,3%,-5%,O=C(c1ccccc1)C1CCN(c2ncccc2[N+](=O)[O-])CC1
x,2%,x,-1%,4%,-10%,2%,4%,O=C(CCNC(=O)c1ccccc1Cl)NCC12CC3CC(CC(C3)C1)C2
-5%,7%,3%,8%,-3%,6%,-2%,u,CN(C(=O)CSc1nnc2ccccn12)c1c(N)n(Cc2ccccc2)c(=O)[nH]c1=O
1%,5%,4%,3%,-5%,u,1%,8%,N#Cc1c(NC(=O)CSc2nc3c(c(C(F)(F)F)n2)CCc2ccccc2-3)sc2c1CCCC2
-4%,2%,-14%,5%,-8%,20%,2%,1%,COc1ccc(CNC(=O)C2CCN(S(=O)(=O)c3cccc4cccnc34)CC2)cc1
58%[activator],4%,-53%[inhibitor],2%,-2%,-10%,u,-29%,Cc1c(Cl)cnc(NC(=O)COC(=O)c2ccc3ncsc3c2)c1Cl
10%,-1%,-6%,-2%,12%,0%,13%,2%,O=[N+]([O-])c1ccc(Cl)cc1N1CCCC1
9%,1%,-70%[inhibitor],4%,x,9%,x,-2%,CN1c2cc3c(cc2N=C(c2ccc(C(=O)O)cc2)c2ccccc21)C(C)(C)CCC3(C)C
x,7%,x,6%,2%,-5%,-11%,u,CCCc1ccc2c(N)c(C#N)sc2n1
4%,-5%,-11%,-3%,-1%,u,0%,-1%,O=[N+]([O-])c1ccc(Cl)c(/C=N/n2c(C3CCCCC3)n[nH]c2=S)c1
3%,7%,11%,7%,-8%,0%,-4%,3%,COc1cccc(N(CC(=O)NCCSc2ccc(Cl)cc2)S(C)(=O)=O)c1
13%,-5%,x,0%,-6%,u,1%,u,CS(=O)(=O)Nc1ccccc1C(=O)O
-5%,-14%,x,-13%,x,1%,13%,0%,CCc1ccc(C2c3[nH]c4ccccc4c3CCN2C(=O)CNC(N)=O)cc1 (stereo unspecified)
3%,11%,17%,5%,-15%,4%,0%,2%,CC1=C(C)CC(C(=O)NCC(=O)c2ccccc2)C(C(=O)O)C1 (stereo unspecified)
1%,4%,-55%[inhibitor],-11%,u,u,-18%,3%,C=CCn1c(O)c(N=NC(=S)Nc2ccccc2F)c2cc(S(=O)(=O)N3CCOCC3)ccc21
2%,23%,-12%,11%,x,3.5µM*,x,u,O=C(O)C(S)[C@@H](S)C(=O)O (stereo partly specified)
-5%,0%,u,-1%,5%,0%,7%,4%,CCc1ccc(C(=O)COC(=O)C(CCSC)NC(=O)c2ccccc2)cc1 (stereo unspecified)
2%,-2%,11%,-3%,0%,11%,-3%,0%,O=C(COc1cccc2ccccc12)Nc1nc2ccccc2[nH]1
-9%,6%,-3%,2%,-2%,4%,14%,-4%,CCCCn1c(CN2CCN(C)CC2)nc2ccccc21
-16%,-4%,18%,-10%,-5%,-12%,-4%,-6%,CCN(C(=O)Cn1cc(C(F)(F)F)ccc1=O)c1c(N)n(Cc2ccccc2)c(=O)[nH]c1=O
-2%,1%,-18%,0%,0%,1%,1%,-18%,COC(=O)c1ccc(NS(=O)(=O)c2cc(C)ccc2OC)cc1
1%,4%,13µM*,5%,-3%,6.3µM*,-2%,4%,CCCCc1ccc(-c2nc(-c3ccncc3)no2)cc1
-13%,0%,-9%,-6%,-14%,-9%,-15%,-11%,O=C(COc1ccccc1[N+](=O)[O-])N1CCN(S(=O)(=O)c2ccccc2)CC1
-8%,6%,-16%,-8%,4%,17%,7%,0%,O=C(Cc1cccc2ccccc12)Nc1cccnc1
-6%,-6%,x,0%,x,x,11%,9%,Cn1ccnc1C(=O)c1ccc(Cl)c(S(=O)(=O)N2CCOCC2)c1
7%,3%,x,7%,-11%,9%,5%,-8%,Cn1c(N)c(C(=O)COC(=O)COc2ccc(C#N)cc2)c(=O)n(C)c1=O
9%,0%,6.3µM*,4%,-11%,-2%,-18%,6%,Cc1ccc(NC(=O)c2cnccn2)cc1
9%,2%,x,5%,x,x,u,-3%,COC(=O)c1cnc(NNS(=O)(=O)c2ccc(Cl)cc2)nc1C(F)(F)F
-2%,5%,-16%,-4%,x,u,x,x,CS(=O)(=O)N1CCC2(CCCN(c3ccccn3)C2)CC1
7%,-5%,-11%,-2%,-3%,37%[activator],8%,-3%,CC(=O)Nc1nnc(SCc2cc(=O)c(OC(=O)c3ccccc3)co2)s1
0%,6%,x,-1%,x,x,3%,-5%,COc1cccc(C(=O)n2ccc(-c3cccs3)n2)c1
-11%,4%,5%,-1%,-2%,-2%,-3%,3%,NC(=O)c1ccc(Sc2nnc(-c3cccs3)n2CC2CCCO2)c([N+](=O)[O-])c1 (stereo unspecified)
2%,1%,28%,-19%,-5%,0%,7%,9%,COCc1cc(=O)n2[nH]c(C)nc2n1
2%,2%,-40%[inhibitor],-6%,u,-9%,-3%,4%,Cc1ccc(C(C(=O)NC2CCCC2)N(C(=O)Cc2cccs2)c2ccc(C)c(C)c2)o1 (stereo unspecified)
1%,3%,u,-3%,-4%,8%,-2%,-10%,O=C(Nc1ccncc1)c1c(F)cccc1F
10%,-1%,-1%[1.84 µM],2%,0%,u,10%,0%,O=C1CC(SC2=NCCS2)C(=O)N1c1ccc(Cl)cc1 (stereo unspecified)
11%,-7%,-38%[inhibitor],-20%,-2%,u,-2%,-2%,Cn1c(C(=O)N2CCC(C(=O)N3CCN(Cc4ccc5c(c4)OCO5)CC3)CC2)cc2sccc21

From PubChem BioAssay
